Source: PubChem BioAssay
KB-V1 MDR tox: kills drug-selected multidrug resistant KB-V1 cells; KB-V1 MDR cells viability, CellTiter-Glo, 72 h; Potency, µM (series often up to 46.1 µM), for the others: at the highest dose activity change, negative = cytotoxicity, most hits filed as cytotoxic; 400,000 compounds, 3.4% hits; AID 1347076; further: potency means the concentration at half of the fitted maximal effect; on the % scale 0 is the no-effect control and ±100 the full control effect; nearly all actives have a fitted effect of over 60% in size
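KB-V1 MDR subline cells in DMEM (phenol-red free, 10% FBS) exposed to compounds in qHTS concentration series for 72 h at 37 degrees C. Viability read by CellTiter-Glo luminescence; concentration-effect curves fitted after normalization and correction.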
HT1080 IDH1KD tx: toxicity to HT-1080 IDH1 knockdown cells (counter line) | HT-1080 IDH1 knockdown viability, ATP luminescence, 48 h | Potency, µM (titrated, usually from 46.1 µM), for inactives: top-dose activity, negative = toxicity, usual class: cytotoxic | 360,000 compounds, 2% hits | AID 686971;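 further: potency means the concentration at half of the fitted maximal effect; 0% = DMSO wells and -100% = cell-free medium wells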
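HT-1080-IDH1KD cells (IDH1 knocked down), 750/well in RPMI with 5% FBS, treated with compound 48 h at 37 degrees C. Viability by CellTiter-Glo luminescence, normalised to DMSO and no-cell wells; concentration-response curves classed.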
IL1B secr inh: inflammasome signaling inhibition, IL-1 beta readout; 360,000 compounds, 4.7% hits; activity change, % at 57.5 µM; THP-1 LPS/ATP IL-1B secretion, AlphaLISA, 16 h; hits give low values; AID 743279; in the data active means activity change below about -50%; inconclusive means mostly about -30% to -49%; further: on the % scale 0 is the no-effect control and ±100 the full control effect
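THP-1 cells pretreated 1 hr with compounds (up to 57.5 uM final), then stimulated with LPS (250 ng/mL final) plus ATP (1.25 mM final); secreted IL-1B measured by AlphaLISA after 16 hr, decreased signal indicating inhibition.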
WRN inhibitor: inhibitors of human WRN helicase; WRN helicase unwinding, fluorescent forked duplex, kinetic; AID 651768; 360,000 compounds, 0.46% hits; Potency, µM (series often up to 114 µM), without a hit: top-dose activity change, negative = inhibition, hits mostly inhibitors; Q14191; further: potency means the concentration at half of the fitted maximal effect; on the % scale 0 is the no-effect control and ±100 the full control effect; nearly all actives have a fitted effect of over 55% in size
Target sequence (Q14191 whole entry, looked up): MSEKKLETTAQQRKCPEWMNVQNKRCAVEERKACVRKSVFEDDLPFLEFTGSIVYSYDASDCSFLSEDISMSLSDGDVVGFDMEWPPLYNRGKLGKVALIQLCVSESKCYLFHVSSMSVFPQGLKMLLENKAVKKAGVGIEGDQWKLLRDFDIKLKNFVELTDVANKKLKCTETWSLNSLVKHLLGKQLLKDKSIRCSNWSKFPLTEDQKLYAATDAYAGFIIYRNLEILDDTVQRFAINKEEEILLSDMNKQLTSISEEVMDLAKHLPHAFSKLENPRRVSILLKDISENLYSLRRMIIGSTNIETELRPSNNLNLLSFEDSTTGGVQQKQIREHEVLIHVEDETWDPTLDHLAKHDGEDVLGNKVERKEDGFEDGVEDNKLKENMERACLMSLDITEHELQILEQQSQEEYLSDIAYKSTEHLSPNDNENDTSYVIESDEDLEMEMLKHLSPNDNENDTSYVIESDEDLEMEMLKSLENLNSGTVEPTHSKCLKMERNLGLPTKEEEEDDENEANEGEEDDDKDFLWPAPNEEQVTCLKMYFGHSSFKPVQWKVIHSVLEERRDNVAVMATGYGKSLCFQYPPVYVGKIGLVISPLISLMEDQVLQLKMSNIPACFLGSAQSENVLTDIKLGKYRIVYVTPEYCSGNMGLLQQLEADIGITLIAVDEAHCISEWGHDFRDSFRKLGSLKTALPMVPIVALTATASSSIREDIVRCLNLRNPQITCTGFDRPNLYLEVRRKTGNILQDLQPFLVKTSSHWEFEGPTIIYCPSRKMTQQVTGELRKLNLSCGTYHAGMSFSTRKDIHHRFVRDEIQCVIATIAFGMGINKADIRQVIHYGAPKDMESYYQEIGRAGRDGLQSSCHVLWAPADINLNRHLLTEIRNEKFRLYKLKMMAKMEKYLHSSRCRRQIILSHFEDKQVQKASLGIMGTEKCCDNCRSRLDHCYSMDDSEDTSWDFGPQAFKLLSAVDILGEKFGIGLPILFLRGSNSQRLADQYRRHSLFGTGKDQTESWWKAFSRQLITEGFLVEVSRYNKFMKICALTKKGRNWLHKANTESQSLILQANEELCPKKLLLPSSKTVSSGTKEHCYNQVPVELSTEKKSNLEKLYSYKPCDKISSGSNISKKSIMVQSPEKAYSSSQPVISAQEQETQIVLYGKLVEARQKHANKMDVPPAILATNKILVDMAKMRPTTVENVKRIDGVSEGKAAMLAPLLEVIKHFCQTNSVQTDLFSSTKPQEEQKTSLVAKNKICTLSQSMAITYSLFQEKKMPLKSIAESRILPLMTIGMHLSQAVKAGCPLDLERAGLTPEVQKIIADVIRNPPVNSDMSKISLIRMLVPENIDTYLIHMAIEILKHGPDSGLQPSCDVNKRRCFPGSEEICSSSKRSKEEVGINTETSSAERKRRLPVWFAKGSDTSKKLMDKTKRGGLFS
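Fluorescence dequenching readout, ex 525 nm/em 598 nm, kinetic mode: forked duplex DNA (100 nM final) with adjacent fluorophore and quencher unwound by WRN (20 nM final) with 2 mM ATP. Compound preincubation 15 min, room temperature.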
KB-3-1 cytotox: KB-3-1 parental cell cytotoxicity. KB-3-1 viability, CellTiter-Glo ATP luminescence, 72 h. Potency, µM (doses to about 46.1 µM), for the others: at the highest dose activity change, negative = cytotoxic, usual class: cytotoxic. 400,000 compounds, 1.4% hits; further: potency means the concentration at half of the fitted maximal effect; on the % scale 0 is the no-effect control and ±100 the full control effect; nearly all actives have a fitted effect of over 60% in size
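KB-3-1 cells, DMEM (no phenol red) + 10% FBS; compound by pin transfer, 72 h, 37 °C. Readout: CellTiter-Glo luminescence after 10 min. Data normalized, curve-fitted.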
HT1080-NT tox: kills 2HG-producing HT-1080-NT fibrosarcoma cells | AID 686970 | HT-1080-NT fibrosarcoma viability, CellTiter-Glo ATP luminescence, 48 h | Potency, µM (top dose mostly 46.1 µM), without a hit: at the top dose activity, negative = less viability, actives largely listed as cytotoxic | 360,000 compounds, 1.6% hits;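 further: NT is the 2HG producing partner of a matched IDH1 knockdown line; potency means the concentration at half of the fitted maximal effect; 0% = DMSO-treated cells and -100% = media-only wells without cells; nearly all actives have a fitted effect of over 55% in size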
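Fibrosarcoma NT cells, 750 per well in 5% FBS RPMI, were exposed to compound for 48 hours. Viability: CellTiter-Glo luminescence.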
SW480 rereplic: DNA re-replication induction in SW480 cells; SW480 DNA re-replication, Hoechst DNA content imaging, 48 h; Potency, µM (doses to about 46.1 µM), inactives show at the top dose re-replication activation, usual class: activators; 340,000 compounds, 1.8% hits; AID 624297; further: potency means the concentration at half of the fitted maximal effect; % of control where 0% means no effect; nearly all actives have a fitted effect of over 55% in size
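SW480 cells exposed to compounds for 48 hr at 37 C, 5% CO2, then Hoechst-stained 40 min. Nuclear DNA content imaged by fluorescence scanning (405 nm excitation, 500-530 nm emission); re-replication scored as increased high-intensity nuclei.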
ATXN2 expr inh: ATXN2 expression inhibition. HEK-293 ATXN2-luciferase reporter, luminescence, 24 h. AID 1745845. 360,000 compounds, 0.72% hits. Potency, µM (series often up to 57 µM), without a hit: top-dose activity change, negative = inhibition, most hits filed as inhibitors; further: potency means the concentration at half of the fitted maximal effect; on the % scale 0 is the no-effect control and ±100 the full control effect; nearly all actives have a fitted effect of over 55% in size
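ATXN2-luciferase reporter cells (luciferase flanked by upstream and downstream ATXN2 gene portions) were treated 24 h at 37 °C with compounds at up to 57 uM. SteadyGlo luminescence gave expression; GF-AFC fluorescence gave viability.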
MCF10A rerep: induces DNA re-replication in MCF 10a normal breast cells | MCF 10A DNA re-replication, Hoechst nuclear intensity, 48 h | Potency, µM (series often up to 46.1 µM), for inactives: at the top dose activity, positive = re-replication, most hits filed as activators | 350,000 compounds, 2.9% hits | AID 624296; further: potency means the concentration at half of the fitted maximal effect; % of control where 0% means no effect; nearly all actives have a fitted effect of over 50% in size
* = called active by the depositor; ? = inconclusive; . = not tested or not shown; & = joins results of further samples; [ ] = remark or other dose. Unless noted, the call rests on the fitted dose curve; in most records, active means well fitted curve in the direction sought with a large enough effect; inconclusive means small, poorly fitted or top-dose-only effect, or another doubt; inactive means no such curve, though single readings can be large; an effect the other way counts as inactive or inconclusive. An unsorted share of the library; overall some 12% were active at least once.

SMILES | KB-V1 MDR tox | HT1080 IDH1KD tx | IL1B secr inh | WRN inhibitor | KB-3-1 cytotox | HT1080-NT tox | SW480 rereplic | ATXN2 expr inh | MCF10A rerep
COC(=O)c1ccc2c(c1)S(=O)(=O)NC(=NCc1ccco1)S2 | 0% | 0% | 14 | 2% | -3% | 5% | -3% | 3% | -4%
N#Cc1c(OCC(=O)c2ccccc2)nc2c(c1-c1ccco1)CCc1ccccc1-2 | 8.2µM* | 2% | 19 | -7% | 3% | -15% | 11% | 14% | ?
CCOC(=O)C1=C(C)Nc2nc(SCC)[nH]c(=O)c2C1c1ccncc1 (stereo unspecified) | 0% | -3% | -3 | -6% | -1% | 3% | 4% | 0% | 3%
NC(CSS(=O)(=O)O)=NCCC12CC3CC(CC(O)(C3)C1)C2 | -1% | 7% | 7 | -20% | ? | 7% | 2% | 32% | -1%
CCOc1ccccc1NC(=O)CSc1nnc(-c2ccccc2Cl)n1Cc1ccco1 | ? | -10% | ? | 2% | -20% | 3% | -1% | -17% | -2%
CCOC(=O)N1CCN(C(=O)c2ccc3c(c2)N(Cc2cc(C)ccc2C)C(=O)c2ccccc2S3=O)CC1 (stereo unspecified) | -19%&-25% | 0% | -15 | 2% | ? | -19% | -1% | ? | 2%
COc1ccc(Cl)cc1NC(=O)CN(C)CC(=O)Nc1ccc(Br)cc1 | ? | ? | -89* | -13% | 23% | ? | 3% | -12% | ?
CC1(C(=O)NS(=O)(=O)c2cccc(Cl)c2)CCN1C(=O)COc1ccc(Cl)cc1 (stereo unspecified) | 0% | 14% | -10 | -6% | 0% | 13% | . | 0% | .
Clc1ccc(Cn2c(/C=C/c3ccco3)nc3ccccc32)cc1 | -11% | ? | -94* | -33% | -1% | ? | 16% | 38%[activator] | 21µM*
COCCn1c(SCC(=O)Nc2ccccc2C(F)(F)F)nc2ccccc2c1=O | -15% | -4% | 26 | 9% | -2% | 0% | 1% | -3% | 1%
CCOc1ccccc1C(=O)N[C@H](C(=O)NCc1ccccc1)C(C)C | -4% | 17% | 9 | -19% | 0% | 13% | -13% | -9% | -7%
Cc1cc(C)cc(-n2c(C)nc3cc(C(=O)O)ccc32)c1 | 3%&-2% | 19% | 24 | -34% | -23%&-6% | 1% | 0% | 0%&1% | 3%
C/C(N)=C(/C#N)C(=O)COC(=O)CNS(=O)(=O)c1ccc2ccccc2c1 | 12% | 6% | -6 | 1% | 9% | 0% | -12% | 12% | 2%
O=[N+]([O-])c1ccc(COc2cccc(CNc3ccc(F)cc3)c2)cc1 | 21µM* | -6% | ? | -32% | -3% | 2% | -2% | 3% | 18%
CCN=c1sc2ccccc2n1CC(O)COc1ccccc1 (stereo unspecified) | ? | -7% | ? | -14% | 1% | -6% | 3% | -12% | ?

Continued; it opens with the 2 that closed the last part.
SMILES | KB-V1 MDR tox | HT1080 IDH1KD tx | IL1B secr inh | WRN inhibitor | KB-3-1 cytotox | HT1080-NT tox | SW480 rereplic | ATXN2 expr inh | MCF10A rerep
O=[N+]([O-])c1ccc(COc2cccc(CNc3ccc(F)cc3)c2)cc1 | 21µM* | -6% | ? | -32% | -3% | 2% | -2% | 3% | 18%
CCN=c1sc2ccccc2n1CC(O)COc1ccccc1 (stereo unspecified) | ? | -7% | ? | -14% | 1% | -6% | 3% | -12% | ?
c1ccc(-c2nccc(-c3ccc(-n4cnc5ccccc54)cc3)n2)cc1 | -9% | ? | -14 | -19% | 2% | ? | 4% | ? | 0%[9.22 µM]
COc1ccc(NS(=O)(=O)c2cccc(C(=O)N/N=C(/C)c3ccc(-n4ccnc4)cc3)c2)cc1 | 0% | -3% | 48 | ? | ? | -10% | -25% | 15% | -29%
Clc1ccc(-c2nc(Cc3ccccc3)no2)cc1 | ? | 9% | -17 | -2% | 14% | 10% | -4% | 42%[activator] | -3%
CC(=O)C[C@@H](O)CC(=O)[C@H]1OC(=O)CCCCCCc2ccccc21 | 13% | 6% | -6 | -2% | 0% | -4% | 20% | -3% | -5%
Oc1c(Br)cc(Br)cc1CNn1cnnc1 | 6% | -6% | 16 | 5% | -5% | -1% | -14% | -3% | -9%
Oc1ccc(C[C@H]2CNC(=S)N2CC2CCCN2C[C@H](Cc2ccccc2)N2C[C@H](Cc3ccc(O)cc3)N(CC3CCCCCC3)C2=S)cc1 (stereo partly specified) | ? | ? | ? | -2% | ? | -23% | -4% | ? | -23%
O=C(CS(=O)c1ccc(F)cc1)Nc1ccccc1Cl (stereo unspecified) | ? | 17% | -15 | -3% | 16% | 23% | -4% | -31% | -5%
Cc1ccc(NC(=O)c2c([N+](=O)[O-])cnn2C)cc1C | 0% | 11% | -4 | 4% | -6% | 11% | -17% | 5% | ?
COc1cccc(CN(C)C(=O)Cc2ccc(OC)c(S(=O)(=O)N3CCOCC3)c2)c1 | -5% | 3% | -6 | -2% | 0% | 1% | -11% | 7% | -12%
Cn1c(=O)n(C/C=C/c2ccccc2)c(=O)c2c1nc1n2CCCN1c1ccc(F)cc1 | ? | -4% | -17 | 10% | -17% | -1% | -9% | -22% | 8%
CCOc1ccc2nc(SCc3ccc(F)cc3)sc2c1 | ? | 19% | 10 | -6% | -2% | 23% | -1% | 31%[activator] | -6%
Nc1ccn([C@@H]2O[C@H](C(=O)N3CCCN(Cc4cccs4)CC3)[C@@H](O)[C@H]2O)c(=O)n1 | 13% | 5% | 6 | 1% | 0% | 1% | . | -17% | .
O=C(OCc1ccccc1)N1CCCC1/C=C/CN1CCOCC1 (stereo unspecified) | ? | -13% | -21 | -5% | 2% | -5% | 1% | 0% | -1%
CCc1nc2c(OCc3ccc(C(F)(F)F)cc3)cccn2c1N(C)C(=O)c1ccco1 | ? | -18% | -19 | -2%[57.1 µM] | -8% | 0% | . | 0% | .
O=C(CN1CCCC1)Nc1ccccc1Cl | 5% | 2% | -1 | 8% | -2% | -1% | -7% | 7% | 1%
COc1ccc(Nc2nc(-c3c(C)nc4ncccn34)cs2)cc1 | -46% | 0.0073µM* | -61* | -5% | 0% | 0.013µM* | ? | . | 86%
CCCCCNC(=O)c1cn(CC)c2cc(N3CCN(C)CC3)c(F)cc2c1=O | -6% | ? | -85* | 6% | -18% | 16µM* | ? | -26% | ?
CCn1cc(-c2cc(C(F)(F)F)n3nc(C(=O)O)cc3n2)c(C)n1 | 0% | 9% | 5 | -12% | -3% | 11% | 0% | 4% | 0%
Cc1ccc(S(=O)(=O)N2CCOCC2)cc1C(=O)Nc1ccc(-c2cn3ccsc3n2)cc1 | ? | 0% | 14 | -6% | ? | -13% | 4%[9.22 µM] | -10% | ?
CCn1cnc2c(Nc3cc(F)cc(F)c3)nc(C#N)nc21 | -17% | . | . | . | ? | . | -1% | 1% | 1%
COC(=O)CN(C)C(=O)c1ccc2nc(Cc3cccc(Cl)c3)oc2c1 | -2% | -7% | -24 | 0% | 16% | 3% | ? | 57%[activator] | 2%
FC(F)(F)Oc1ccccc1C(c1nnnn1Cc1ccccc1)N1CCN(C/C=C/c2ccccc2)CC1 (stereo unspecified) | ? | -16% | -55* | -7% | 0% | -18% | . | -16% | .
COc1ccc(OC)c(CN2CCN(C(=O)c3ccco3)CC2)c1 | -16% | 17% | -3 | -32% | 7% | 26% | -11% | -16% | -5%
COc1ccc(CCN=Cc2ccc(O)cc2)cc1OC | 0% | -2% | 24 | 10% | 5% | -10% | -3% | -6% | 1%
O=C(C[C@H]1C/C=C\CC[C@@H](Cc2ccc(F)cc2)C(=O)OC[C@H]2CCCN2C1=O)N[C@H](CO)Cc1ccccc1 | -3% | 0% | -6 | 0% | 0% | 1% | -7% | -9% | -29%
CCCCOC1CC(c2ccc(OCc3ccc(OC)cc3)c(OC)c2)N(C)O1 (stereo unspecified) | -9% | -5% | -7 | -8% | 3% | -26% | ? | 0% | 16%
Cc1noc(NC(=O)c2ccc(F)cc2)c1C#N | 26% | 1% | 15 | 3% | -4% | -7% | -4% | -3% | -7%
OCCN1CCN(c2nc(N3CCCCC3)nc(N3CCCCC3)n2)CC1 | ? | -24% | -28 | 5% | ? | -2% | -17% | -17% | -178%[0.0737 µM]
COc1cccc(NC(=O)N(C)C[C@H]2Oc3cc(Br)ccc3S(=O)(=O)N([C@H](C)CO)C[C@H]2C)c1 | -25% | 0% | -27 | 0% | -7% | -8% | . | -19% | .
COc1ccc(C(=O)NCC(c2ccco2)N2CCc3ccccc32)cc1OC (stereo unspecified) | ? | -8% | -1 | 10% | 22% | -10% | 6% | -18% | 13%
Cc1onc(-c2ccccc2Cl)c1C(=O)N1CCc2ccccc2C1 | ? | ? | 15 | -8% | 2% | 4% | 1% | -5% | -3%
COCCNC(=S)NNC(=O)c1ccc(-n2cnnn2)cc1 | 6% | 13% | 10 | -1% | 1% | -4% | -5% | -14% | 4%
Nn1c(C2CCCCC2)nc2ccccc2c1=O | -10% | 2% | -9 | -1% | 15% | 0% | -17% | . | 0%
O=C(Nc1ccc(Cl)cc1)Nc1nc(-c2sccc2Br)cs1 | 0% | -7% | 0 | -14% | -4% | 0% | 21% | ? | 11%
OCCC1CN(Cc2cccc3nonc23)CCN1C1CCCCC1 (stereo unspecified) | 1% | 22% | 10 | -1% | 2% | -12% | ? | -3% | ?
O=C(Cn1nc(C(=O)O)c2ccccc2c1=O)Nc1ccc(Br)cc1 | -5% | -5% | -8 | -2% | 3% | 0% | -7% | -12% | 29%
Cc1cccc2cc(CN(Cc3cccs3)S(=O)(=O)c3ccc4c(c3)OCCO4)c(=O)[nH]c12 | 5.2µM* | -19% | -8 | -2% | ? | -2% | 15% | -1% | 18%
